Nrf2 block = blocks Nrf2 signaling; 360,000 tested, 2.1% active; A549 ARE-Fluc reporter, luciferase luminescence, 18-24 h; Potency, µM (titrated, usually from 46 µM), for the others: at the top dose activity change, negative = inhibition, hits mostly inhibitors; note: potency is the fitted concentration of half-maximal effect; % is set by controls: 0 for no effect and ±100 for the full control effect; nearly all actives have a fitted effect of over 60% in size
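Two sequential reads on A549 ARE_Fluc cells exposed to compound for 18-24 h: a CellTiter-Fluor fluorescence read for viability, then a luciferase luminescence read for Nrf2/ARE activity.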
HepG2 viability = kills HepG2 cells in TGF-b inhibitor counter-screen; HepG2 CAGA-GFP viability, ATP luminescence, 18 h; Potency, µM (highest dose often 46.1 µM), for the others: at the highest dose activity change, negative = cytotoxicity, usual class: cytotoxic; 410,000 tested, 0.76% active; note: potency is the fitted concentration of half-maximal effect; some results filed as inactive show a strong effect at the top dose
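HepG2 CAGA-GFP cells (1000/well, DMEM with 1% FBS) received compound, then TGF-beta at 500 pg/mL final, and were incubated 18 hours at 37 degrees C. Viability was read by CellTiter-Glo luminescence. Media-only wells were set as complete cell-killing and DMSO as no toxicity.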
TGFb SMAD3 inh = inhibitors of TGF-b signaling; HepG2 CAGA-GFP TGF-b/SMAD3 reporter, GFP fluorescence, 18 h; TGF-beta stimulated, 500 pg/mL final; Potency, µM (titrated, usually from 46.1 µM), inactives show top-dose activity, negative = inhibition, most hits filed as inhibitors; 410,000 tested, 1.2% active; AID 588855; note: potency is the fitted concentration of half-maximal effect; % is set by controls: 0 for no effect and ±100 for the full control effect; nearly all actives have a fitted effect of over 65% in size
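Inhibition was scored as loss of TGF-beta-induced (500 pg/mL final, 18 hours, 37 degrees C) GFP in HEPG2 cells carrying a CAGA-GFP reporter, in DMEM with 1% FBS. Well GFP was summed per cell; Activity was normalised to unstimulated and stimulated DMSO wells, then concentration-response fitting.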
A549 viability = counter-screen for Nrf2 inhibitors: cytotoxicity in A549 cells; AID 504648; Potency, µM (top dose mostly 46 µM), inactives show at the highest dose activity change, negative = cytotoxicity, usual class: inhibitors; 390,000 tested, 0.16% active; A549 ARE-Fluc cells, CellTiter-Fluor viability, 18-24 h; note: potency is the fitted concentration of half-maximal effect; % is set by controls: 0 for no effect and ±100 for the full control effect
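A549 ARE_Fluc cells in 5% FBS OPTI-MEM were exposed to compounds in concentration-response for 18-24 h at 37 deg C. Viability was read by CellTiter-Fluor fluorescence (Ex 405/Em 525) after 30 min, before the luciferase read.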
Akt phos inh = Akt phosphorylation inhibition; 360,000 tested, 0.32% active; activity change, % for hits at 50 µM; Neuro2A IGF-stimulated pAkt S473 HTRF, 20 min; active compounds read low; in the data active = activity change below about -80%; inconclusive = mostly about -51% to -80%; note: % is set by controls: 0 for no effect and ±100 for the full control effect
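Neuro2A cells in DMEM with 0.5% FBS, overnight at 37 deg C, given compound at single 50 µM final, then IGF (6 nM final) for 20 min at 37 deg C. Lysed; phospho-Akt Ser473 by HTRF after 24 h, 665/615 ratio.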
Nrf2 activator = activators of Nrf2 (ARE) signaling; Potency, µM (series often up to 46.1 µM), without a hit: at the highest dose activation, hits mostly activators; AID 624171; AREc32 ARE-luciferase reporter (MCF7-derived line), luminescence, 24 h; 410,000 tested, 0.31% active; note: potency is the fitted concentration of half-maximal effect; % of control where 0% means no effect; nearly all actives have a fitted effect of over 65% in size
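ARE-driven firefly luciferase activity in AREc32 cells measured after a 24 hr compound exposure at 37 deg C, using Steady-Glo reagent and a 30 min room-temperature hold.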
S2 tox = reduces viability in counter-screen for ATXN expression inhibitors; S2 cells (HEK-293 line with an ATXN2-luciferase reporter) viability, CellTiter-Fluor protease fluorescence, 24 h; Potency, µM (top dose mostly 56.7 µM), usual class: cytotoxic; 400,000 tested, 0.49% active; AID 651635; note: potency is the fitted concentration of half-maximal effect; nearly all actives have a fitted effect of over 40% in size
Mm-Cpn inhibitor = inhibitors of Methanococcus maripaludis chaperonin (MmCpn) | purified Mm-Cpn ATPase, ADP Transcreener TR-FRET | Potency, µM (top dose mostly 76.9 µM), for inactives: at the highest dose activity, negative = inhibition, actives largely listed as inhibitors | 330,000 tested, 0.031% active | AID 504842; note: potency is the fitted concentration of half-maximal effect; % is set by controls: 0 for no effect and ±100 for the full control effect; nearly all actives have a fitted effect of over 80% in size
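Purified archaeal chaperonin (25 nM final) was preincubated with compound for 10 min at 37°C, then ATP (10 uM final) was added for 30 min at 37°C in Tris pH 7.4/KCl/MgCl2/DTT buffer. ADP was quantified by HTRF Transcreener TR-FRET.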
CCT modulator = changes cytosolic chaperonin activity; purified chaperonin ATPase assay, HTRF ADP detection, 30 min; activity change, % (test concentration not listed), hits read low; 360,000 tested, 0.3% active; AID 651819; in the data active = activity change below about -30%; note: % is set by controls: 0 for no effect and ±100 for the full control effect
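First, chaperonin was dispensed at 40 nM or 20 nM final depending on batch activity. Next, compounds were pinned at 76 uM and ATP added at 10 uM. After 30 min at 37 °C, ADP detection reagents ran 30 min at ambient temperature.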
Active calls of the source: *; i = inactive; ? = inconclusive; . = no result given; [ ] = remark or other dose. Unless noted, calls come from the whole dose curve; as a rule, active = well fitted curve in the direction sought with a large enough effect; inconclusive = small, poorly fitted or top-dose-only effect, or another doubt; inactive = no such curve, though single readings can be large; an effect the other way counts as inactive or inconclusive. Random draw from the library; about 4.4% have a hit in one of these screens.

No.	smiles	Mm-Cpn inhibitor	HepG2 viability	TGFb SMAD3 inh	CCT modulator	S2 tox
1	CC1C2CC(C/C2=N/NC(=O)c2cccs2)C1(C)C (configuration not stated)	2.5%	-23.4%	-0.4%	-0.9	i
2	NS(=O)(=O)c1ccc(CCNC(=O)/C=C/c2ccccc2[N+](=O)[O-])cc1	-2.5%	7.5%	-1.1%	-0.3	i
3	O=C(/C=C/Nc1cccc([N+](=O)[O-])c1)c1cccs1	-9.7%	8.1%	0.0%	0.7	.
4	O=C(Nc1cccc(C(=O)OCc2cc(=O)n3ccsc3n2)c1)c1ccc(F)cc1	.	1.1%	41.5%[activator]	.	i
5	Cc1ccc(S(=O)(=O)Nc2ccc(O)c3cccnc23)cc1	2.9%	-160.9%	?	3.3	?
6	O=C(/C=C(\c1ccc(Cl)cc1)n1cncn1)c1ccc(Cl)cc1	-0.4%	-16.8%	23.3%	-8.1	i
7	CCCn1c(N)cc(=O)n(C)c1=O	1.8%	5.3%	0.4%	-1.6	i
8	Nc1nc(SCc2ccccc2Cl)n[nH]1	1.4%	-2.8%	-4.5%	2.4	i
9	Cc1cccc(NC(=O)Nc2ccc(C)cc2Br)c1	2.3%	0.9%	?	-0.2	?
10	COCCN(C(=O)c1ccco1)C(C(=O)NC1CCCC1)c1cccs1 (configuration not stated)	-0.8%	-41.9%	3.3%	-1.8	i
11	CCS(=O)(=O)N1CCN(c2cccc(C)c2C)CC1	1.8%	-2.9%	22.4%	-3.2	i
12	CC1(c2ccc3ccccc3c2)NC(=O)N(CC(N)=O)C1=O (configuration not stated)	-6.5%	-1.0%	-2.8%	-1.1	i
13	COc1ccc(NCc2nnc(-c3ccccc3)o2)cc1	0.1%	0.6%	9.8%	0.6	i
14	CCCCCCN(C(=O)CCCN1C(=O)NC(c2ccc([N+](=O)[O-])cc2)C(C(=O)OCc2ccccc2)=C1C)C(C)C(=O)NCCCC (configuration not stated)	0.7%	-10.4%	-25.7%	1.5	?
15	CC1=NN(c2ccc(Cl)cc2)C(=O)C1	-1.6%	-16.3%	?	-0.7	i

No.	Nrf2 block	Akt phos inh	A549 viability	Nrf2 activator
1	0.3%	i	0.8%	2.7%
2	-9.0%	i	-1.9%	-1.2%
3	0.3%	.	0.4%	-0.8%
4	.	.	14.9%	2.9%
5	-13.0%	i	4.1%	-2.6%
6	?	i	1.6%	2.6%
7	-13.6%	i	-0.6%	-0.3%
8	23.4%	i	-10.8%	-0.2%
9	9.8%	i	-8.6%	2.3%
10	2.0%	-91.6%*	-7.7%	0.4%
11	-6.1%	.	-1.7%	-1.2%
12	1.2%	i	0.5%	-0.5%
13	13.6%	.	-2.6%	3.1%
14	?	i	-13.5%	3.4%
15	5.4%	i	0.7%	0.1%

By substructure, the entries above with a nitro group on carbon
No.	smiles	Mm-Cpn inhibitor	HepG2 viability	TGFb SMAD3 inh	CCT modulator	S2 tox
2	NS(=O)(=O)c1ccc(CCNC(=O)/C=C/c2ccccc2[N+](=O)[O-])cc1	-2.5%	7.5%	-1.1%	-0.3	i
3	O=C(/C=C/Nc1cccc([N+](=O)[O-])c1)c1cccs1	-9.7%	8.1%	0.0%	0.7	.
14	CCCCCCN(C(=O)CCCN1C(=O)NC(c2ccc([N+](=O)[O-])cc2)C(C(=O)OCc2ccccc2)=C1C)C(C)C(=O)NCCCC (configuration not stated)	0.7%	-10.4%	-25.7%	1.5	?

No.	Nrf2 block	Akt phos inh	A549 viability	Nrf2 activator
2	-9.0%	i	-1.9%	-1.2%
3	0.3%	.	0.4%	-0.8%
14	?	i	-13.5%	3.4%

More entries.
No.	smiles	Mm-Cpn inhibitor	HepG2 viability	TGFb SMAD3 inh	CCT modulator	S2 tox
16	O=C(Nc1ccon1)c1cc2c(s1)CCCC2	-0.9%	-25.9%	14.4%	0.7	i
17	CCN(CC)c1ccc(C=NNc2ccc([N+](=O)[O-])cn2)cc1	.	1.0%	19.9%	-2.9	i
18	CCn1ncc(/C=N/NC(=O)c2ccc3c(c2)OCO3)c1C	0.5%	-30.4%	12.0%	1.4	i
19	COc1cscc1C(=O)O	0.1%	25.9%	-1.8%	-2.6	i
20	COc1ccc(Br)c(C(=O)Nc2cc3c(cc2N2CCCCC2)n(C)c(=O)c(=O)n3C)c1	.	-24.5%	-8.2%	.	i
21	Cn1c(CNc2ccc(O)cc2)nc2ccccc21	-6.2%	1.0%	1.2%	-2.6	i
22	Cc1ccc(-c2cc(C(=O)NCc3cnn(C)c3C)c3ccccc3n2)cc1C	.	-34.2%	-27.3%	.	?
23	CC(NC(=O)c1ccco1)C(=O)N1CCN(c2ccccc2)CC1 (configuration not stated)	-0.4%	2.2%	7.2%	-1.3	i
24	CCn1c(SCC(=O)NCCc2ccccc2)nnc1C(C)C	1.3%	-6.2%	2.1%	1.1	i
25	C=CCn1c(SCC(=O)Nc2ccc(C(=O)O)cc2)nc2sc(C)c(C)c2c1=O	-2.3%	-7.8%	-5.9%	-2.8	?
26	CCSc1nc2n(n1)C(c1cccc(F)c1)C1=C(CCCC1=O)N2 (configuration not stated)	0.4%	-14.1%	25.6%	-1.8	?
27	COc1cc(OC)cc(C(=O)N[C@H](C(=O)OCC(=O)Nc2sccc2C#N)C(C)C)c1	-1.9%	-37.6%	-14.8%	-1.4	i
28	CSc1ccccc1OCc1cc(C(=O)N2CCSCC2)no1	1.3%	-1.0%	3.4%	-1.0	i
29	CCN1C[C@@H]2[C@@H]3C(=O)N(C)C(=O)[C@@H]3[C@](Cc3ccccc3)(C1=O)N2C(=O)c1ccc(Cl)c(Cl)c1	.	-16.1%	-6.2%	0.7	i
30	CC(C)Oc1ccc(S(=O)(=O)N2CCOCC2)cc1NC(=O)CSC(=S)N1CCCC1	.	-3.8%	-19.2%	-0.3	i

No.	Nrf2 block	Akt phos inh	A549 viability	Nrf2 activator
16	?	i	-1.7%	-0.6%
17	?	i	-19.0%	5.6%
18	-9.2%	i	-14.5%	-0.7%
19	0.0%	i	2.1%	-0.6%
20	-8.4%	.	-18.6%	3.8%
21	-17.0%	i	0.1%	?
22	5.9%	.	-10.6%	11.0%
23	-6.1%	i	-5.1%	-0.6%
24	-2.4%	i	-4.7%	1.3%
25	?	i	-15.8%	-0.1%
26	-13.9%	i	-28.1%	0.3%
27	1.1%	i	7.7%	6.2%
28	?	i	-3.6%	3.1%
29	-9.7%	i	-1.7%	-0.8%
30	.	i	.	6.6%

The results go on.
No.	smiles	Mm-Cpn inhibitor	HepG2 viability	TGFb SMAD3 inh	CCT modulator	S2 tox
31	CCOCCCNC(=S)N(CCN(CC)CC)Cc1cc2cc3c(cc2[nH]c1=O)OCCO3	-1.2%	-46.9%	-12.0%	-0.2	i
32	COc1ccc(NC(=O)C23CC4CC(C2)CC(n2cnc(Br)n2)(C4)C3)cc1OC	-0.1%	-31.7%	-6.9%	-2.6	i
33	O=Cc1ccc(O)c(O)c1	-0.4%[15.4 µM]	-17.2%	-2.1%	0.7	i
34	CCCc1cc(=O)[nH]c(SCC(=O)NC2CCCCCCC2)n1	-0.8%	-4.3%	7.4%	-2.9	i
35	CC(C)CN1C(=O)NC(NC(=O)c2cccs2)(C(F)(F)F)C1=O (configuration not stated)	-0.1%	-1.1%	-1.5%	0.7	i
36	CCOC(=O)CNc1c(-c2ccccc2)nc2ccc(Cl)cn12	-2.1%	-26.6%	-4.2%	-2.1	i
37	COc1ccc(Cl)cc1NC(=O)c1ncn(-c2ccccc2)n1	.	-14.3%	-2.5%	.	i
38	Cc1ccc2nc(SC(C)C(=O)NC3CCCc4ccccc43)[nH]c2c1 (configuration not stated)	1.9%	-17.0%	?	-2.4	i
39	CC1C/C(=N\NC(=S)NCc2ccccc2)CC(C)(C)C1 (configuration not stated)	-1.7%	-17.8%	-11.7%	2.0	i
40	CC1=C(C#N)C(Nc2cc(C)ccn2)(C(F)(F)F)C(=O)N1 (configuration not stated)	-4.9%	-4.7%	0.0%	1.0	i
41	CCc1nn(CC(=O)NCC(C)c2ccccc2)c(=O)c2cc3occc3n12 (configuration not stated)	.	-16.2%	?	.	i
42	CCSc1nnc2c(n1)OC(c1ccc(OCC(=O)O)cc1)Nc1ccccc1-2 (configuration not stated)	.	2.9%	0.2%	.	i
43	Cc1cc(C)cc(NC(=S)N2CCN(C(=O)c3ccco3)CC2)c1	0.8%	7.9%	10.2%	-0.2	?
44	Cc1c(NC(=O)c2cccc(NC(=O)Cc3ccccc3F)c2)c(=O)n(-c2ccccc2)n1C	-0.2%	-0.3%	-5.4%	-1.6	i

No.	Nrf2 block	Akt phos inh	A549 viability	Nrf2 activator
31	-7.3%	i	8.7%	-0.5%
32	.	.	4.2%	-0.2%
33	-19.3%	i	-6.5%	0.6%
34	-28.4%	i	?	-0.2%
35	2.8%	i	-11.4%	-0.1%
36	-27.3%	i	-0.4%	3.7%
37	?	.	-5.6%	8.91µM*
38	-26.8%	i	-2.8%	1.4%[9.22 µM]
39	-10.4%	i	1.0%	2.2%
40	-2.3%	i	2.6%	-0.5%
41	19.5%	.	0.1%	3.2%
42	.	.	1.4%	6.2%
43	-11.0%	i	0.4%	-0.3%
44	-20.9%	i	5.1%	-0.2%
